High-throughput results deposited in PubChem by Broad Institute.
SR-BI HDL uptake: blocks mouse SR-BI lipid uptake from DiI-HDL | Q61009 | ldlA[mSR-BI] CHO cells, DiI-HDL uptake fluorescence, 3 h | inhibition, % at 12.5 µM | hit rate 0.96% among 320,000 | AID 488896;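 active means mean replicate inhibition of at least 70% and a set share of replicates each scoring 70 or more; inconclusive means meets just one of the two criteria; inactive means fails both criteria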;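 further: 0% = median of neutral control wells and 100% = median of positive control wells; values of inactives mirror those of a sister screen read the other way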
PfHsp90 set2: growth inhibition of yeast expressing Plasmodium Hsp90; S. cerevisiae expressing PfHsp90, BacTiter-Glo ATP, 48 h; yeast lacking PDR1 and PDR3 efflux regulators; inhibition, % at 9.4 µM; hit rate 0.32% among 310,000; AID 504621;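 active means every replicate shows inhibition above about 80%, whatever the replicate mean, limit read from the data; inconclusive means mean inhibition reaches the set limit but some replicate falls short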;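 further: 0% = DMSO neutral controls and 100% = 20 µM radicicol positive controls; yeast relying on Plasmodium falciparum Hsp90 in place of its own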
SR-BI DiI-HDL act: SR-BI HDL lipid transfer activation | activation, % at 12.5 µM | AID 504775 | CHO ldlA[mSR-BI] cells, DiI-HDL uptake fluorescence, 3 h; 100 = double the neutral-control signal | hit rate 0.096% among 320,000;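 active means mean replicate activation of at least 60% and every replicate at or above 60%; inconclusive means mean or all-replicate condition met, but not both; inactive means mean below 60% and not all replicates reaching 60%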;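 further: 0% = median plate neutral-control signal and 100% = twice that signal; values of inactives mirror those of a sister screen read the other way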
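Material: SR-BI-overexpressing, LDLR-lacking CHO cells; schedule: compound exposure 3 h, 37 °C; reagent: DiI-labelled HDL at 10 µg/mL final; technique: bottom-read fluorescence, 550/595 nm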
CAL PDZ FP-1: blocks peptide binding to the human CAL PDZ domain | hit rate 0.92% among 300,000 | purified CAL PDZ, TMR-peptide fluorescence polarization, 1 h | AID 602252 | inhibition, % at 24.9 µM;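 active means mean inhibition of at least 30% with at least half of replicates also reaching 30%; inconclusive means no clear call, values can overlap the other calls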;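 further: 0% = DMSO neutral control and 100% = excess unlabeled competitor peptide PRC23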
CAL PDZ FP-2: blocks peptide binding to human CAL PDZ domain. Q9HD26. inhibition, % at 20 µM. hit rate 0.02% among 330,000. AID 504414. purified CAL PDZ, TMR-peptide fluorescence polarization, 1 h;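 active means highest replicate inhibition of at least 40%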;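 further: plate controls were DMSO neutral control wells for no effect and unlabeled competitor peptide control wells for full effect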
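System: tagged CAL PDZ domain. Schedule: 1 h room-temperature incubation prior to read. Signal: fluorescence polarization (mP). Measure: percent inhibition from loss of millipolarization.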
Rtt109 Vps75: blocks Candida albicans Rtt109/Vps75 acetyltransferase activity. Q5AAJ8. purified Rtt109/Vps75, ThioGlo CoA-SH fluorescence, 4 h. inhibition, % at 34.9 µM. hit rate 0.16% among 330,000;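 active means inhibition of at least 50% in every replicate; inconclusive means best replicate reaches 50% inhibition but some replicates fall short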
Target sequence (Q5AAJ8 whole entry, looked up): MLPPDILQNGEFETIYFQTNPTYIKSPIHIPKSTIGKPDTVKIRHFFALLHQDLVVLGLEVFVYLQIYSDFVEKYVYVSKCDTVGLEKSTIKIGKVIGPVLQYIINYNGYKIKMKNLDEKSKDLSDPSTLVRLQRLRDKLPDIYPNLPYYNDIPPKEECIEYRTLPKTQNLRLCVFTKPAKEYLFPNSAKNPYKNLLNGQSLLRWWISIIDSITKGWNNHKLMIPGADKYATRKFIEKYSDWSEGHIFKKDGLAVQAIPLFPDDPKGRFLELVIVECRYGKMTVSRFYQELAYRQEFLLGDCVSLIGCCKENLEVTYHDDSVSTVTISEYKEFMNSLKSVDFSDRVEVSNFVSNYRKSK
PvdQ inh: blocks Pseudomonas aeruginosa PvdQ acylase activity. purified PvdQ acylase, fluorescence plate reader. inhibition, % at 10 µM. hit rate 0.063% among 340,000. AID 488965; in the data active means inhibition above about 30%, passing the limit was not always enough; inconclusive means no clear call, values can overlap the other calls;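 further: 0% = vehicle neutral wells and 100% = reference inhibitor wells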
dFosB activator: activators of mouse delta FosB homodimer | hit rate 0.99% among 340,000 | AID 493131 | activation, % at 25 µM | purified delta FosB, TAMRA-CDK5 oligo fluorescence polarization; percent of positive-control signal above neutral wells;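 active means mean activation above about 17%, with every replicate also reaching it, limit read from the data, passing the limit was not always enough; inconclusive means only one of the two conditions met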;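 further: fluorescence polarization rise as delta FosB binds a TAMRA Cdk5 AP-1 oligo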
Target sequence (P13346 whole entry, looked up): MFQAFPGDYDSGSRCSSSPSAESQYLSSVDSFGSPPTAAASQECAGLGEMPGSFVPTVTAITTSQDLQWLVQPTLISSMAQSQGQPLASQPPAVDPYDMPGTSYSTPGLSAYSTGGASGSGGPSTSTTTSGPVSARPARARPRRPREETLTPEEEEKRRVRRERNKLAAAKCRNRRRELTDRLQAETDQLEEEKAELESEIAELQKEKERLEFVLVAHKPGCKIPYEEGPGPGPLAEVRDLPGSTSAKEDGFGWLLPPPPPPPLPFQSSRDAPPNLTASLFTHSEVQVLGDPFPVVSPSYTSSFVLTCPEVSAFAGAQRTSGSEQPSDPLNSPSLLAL
MITF act: increases MITF-driven TRPM1 promoter luciferase signal. SK-MEL-5 TRPM1-promoter luciferase, 24 h; % of positive control, neutral wells = 0. activation, % at 12.5 µM. hit rate 0.75% among 300,000;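 active means mean activation of at least 80% with every replicate also reaching 80%; inconclusive means mean reaches 80% but some replicate falls short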;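 further: 0% = neutral control wells and 100% = parthenolide positive control wells; values of inactives mirror those of a sister screen read the other way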
NSD2 HMT inh: blocks human histone methyltransferase NSD2. O96028. NSD2 peptide methylation, AlphaScreen, 120 min. inhibition, % at 12.5 µM. hit rate 0.54% among 310,000. AID 743445; in the data active means inhibition above about 50%
* = called active by the depositor; ? = inconclusive; . = no result given.

#	compound	PvdQ inh	CAL PDZ FP-2	SR-BI DiI-HDL act	PfHsp90 set2	MITF act
1	Cc1ccc(NC2(C(F)(F)F)N=C(c3ccccc3)NC2=O)nc1 (configuration not stated)	-6	0.0	12	-13	-1
2	CC(O)Cc1cn(CC(=O)N2CCN(C(=O)OC(C)(C)C)CC2)nn1 (configuration not stated)	-6	-0.3	23	3	2
3	Clc1ccc(Cn2ccc(-c3ccc4c(c3)OCO4)n2)cc1Cl	-7	-0.2	-13	.	6
4	O=C(NCc1cccnc1)C(=O)NCC1OCCN1S(=O)(=O)c1cc(F)ccc1F (configuration not stated)	9	-1.0	14	-5	3
5	CC(O)CNCCCOc1ccccc1OCc1ccccc1 (configuration not stated)	-6	-0.1	20	.	6
6	Cc1oc(-c2ccc(Cl)cc2)nc1CS(=O)CC(=O)NCCCN1CCN(Cc2ccccc2)CC1 (configuration not stated)	-14	-0.9	-26	12	-19
7	CC(NC(=O)Nc1ccccc1)C(c1cccs1)N1CCN(C)CC1 (configuration not stated)	-14	-0.4	5	-3	-7
8	Cc1ccc(C2OCC(C)([N+](=O)[O-])CO2)cc1 (configuration not stated)	9	0.1	-6	3	-1
9	O=C(COC(=O)c1cccc(S(=O)(=O)N2CCCCC2)c1)NCc1ccccc1	13	-3.8	14	10	-5
10	CCCCC(=O)Nc1ccc(C2C(=O)c3ccccc3C2=O)cc1	-5	0.0	.	9	.

#	SR-BI HDL uptake	CAL PDZ FP-1	NSD2 HMT inh	dFosB activator	Rtt109 Vps75
1	-12	0	-3	6	2
2	-23	-1	.	0	-7
3	13	.	-3	-4	-13
4	-14	-1	-1	-6	32
5	-20	0	5	-8	-24
6	26	30	3	-14	3
7	-5	-2	.	0	-12
8	6	-3	1	5	13
9	-14	2	0	-1	19
10	.	4	3	-17	-3

The list goes on:
#	compound	PvdQ inh	CAL PDZ FP-2	SR-BI DiI-HDL act	PfHsp90 set2	MITF act
11	Cc1c(NC(=O)C(C)Oc2cccc(F)c2)c(=O)n(-c2ccccc2)n1C (configuration not stated)	2	0.0	-1	10	-3
12	CCOc1ccccc1/C=N/n1c(C2CCCCC2)n[nH]c1=S	-6	-0.6	12	-36	-13
13	COc1ccc(NC(=O)CN2C(=O)NC3(CCCC3)C2=O)cc1Cl	-10	0.1	8	17	-6
14	CN(C(=O)COC(=O)c1n[nH]c(=O)c2ccccc12)c1ccccc1	-15	-0.1	21	-19	-4
15	Cc1cccc(C2=N/C(=C/c3cccs3)C(=O)O2)c1	7	0.3	-9	1	0
16	Cc1cccc(OCCCC(=O)Nc2nnc(C3CCCO3)s2)c1C (configuration not stated)	-4	0.5	4	6	13
17	CCCCC(=O)c1c(O)c2ccccc2oc1=O	-11	0.5	25	27	-6
18	CCOC(=O)C1CCN(C(=O)c2ccc(Cl)c(Cl)c2)CC1	-10	-1.4	4	-7	0
19	CCNC(=O)NC(=O)C(C)OC(=O)c1cccnc1SC (configuration not stated)	-4	0.2	2	-1	6
20	CC1=C(C(=O)Nc2ccc(C)cc2C)C(c2ccc(C)o2)NC(=O)N1 (configuration not stated)	1	.	36	.	-13

#	SR-BI HDL uptake	CAL PDZ FP-1	NSD2 HMT inh	dFosB activator	Rtt109 Vps75
11	1	.	-1	-5	7
12	-12	-5	8	2	4
13	-8	-5	1	7	-2
14	-21	-3	2	-5	-6
15	9	-1	1	-3	9
16	-4	-4	0	12	-7
17	-25	-3	2	7	0
18	-4	.	4	-4	-9
19	-2	-1	-5	6	6
20	-36	-2	-2	-3	25

2 records drawn at random from the list so far:
#	compound	PvdQ inh	CAL PDZ FP-2	SR-BI DiI-HDL act	PfHsp90 set2	MITF act
20	CC1=C(C(=O)Nc2ccc(C)cc2C)C(c2ccc(C)o2)NC(=O)N1 (configuration not stated)	1	.	36	.	-13
15	Cc1cccc(C2=N/C(=C/c3cccs3)C(=O)O2)c1	7	0.3	-9	1	0

#	SR-BI HDL uptake	CAL PDZ FP-1	NSD2 HMT inh	dFosB activator	Rtt109 Vps75
20	-36	-2	-2	-3	25
15	9	-1	1	-3	9

Later entries.
#	compound	PvdQ inh	CAL PDZ FP-2	SR-BI DiI-HDL act	PfHsp90 set2	MITF act
21	CC1CCCCN1C(=O)c1cc2ccccc2cc1O (configuration not stated)	15	-1.9	-2	-16	-1
22	CC1CCc2nc(/C(C#N)=C/c3cccnc3)sc2C1 (configuration not stated)	-16	-3.0	-5	-26	85*
23	CCOC(=O)c1c(C)[nH]c(C(=O)OCc2ccc(C)cc2)c1C	-9	-0.3	5	10	71
24	Cc1ccc(/C=C2/NC(=O)N(Cc3ccccc3)C2=O)s1	3	0.2	-6	-6	9
25	COCCN(Cc1ccccc1)C(=O)c1cc(-c2ccc(OC)c(OC)c2)nc2ccccc12	3	-2.6	-48	19	2
26	CC1CCCN(c2nc3c(c(=O)n(C)c(=O)n3C)n2CCSc2nc3ccccc3o2)C1 (configuration not stated)	-4	-1.0	-3	6	.
27	Cc1c(CCO)c(=O)[nH]n1S(=O)(=O)c1ccc(F)cc1	-1	-1.0	6	-5	7
28	C=CCC1NS(=O)(=O)OC2CCCC12 (configuration not stated)	-13	0.6	10	-29	1
29	CC1(C)CC(=O)C(C=NCCc2ccccn2)=C(O)C1	5	0.3	9	-21	0
30	Cc1ccc(C(=O)N(CC(=O)NC2CCCC2)c2ccccc2C)s1	0	-1.1	-10	11	.

#	SR-BI HDL uptake	CAL PDZ FP-1	NSD2 HMT inh	dFosB activator	Rtt109 Vps75
21	2	0	1	-4	-15
22	5	-3	-1	-9	.
23	-5	.	-2	-5	-4
24	6	-3	0	-2	-8
25	48	-5	-4	-2	-2
26	3	0	-1	-7	15
27	-6	-4	-3	1	5
28	-10	1	.	-1	-1
29	-9	-6	-3	-4	9
30	10	.	-2	-6	23

From entry 21 as far as 27, as listed above:
#	compound	PvdQ inh	CAL PDZ FP-2	SR-BI DiI-HDL act	PfHsp90 set2	MITF act
21	CC1CCCCN1C(=O)c1cc2ccccc2cc1O (configuration not stated)	15	-1.9	-2	-16	-1
22	CC1CCc2nc(/C(C#N)=C/c3cccnc3)sc2C1 (configuration not stated)	-16	-3.0	-5	-26	85*
23	CCOC(=O)c1c(C)[nH]c(C(=O)OCc2ccc(C)cc2)c1C	-9	-0.3	5	10	71
24	Cc1ccc(/C=C2/NC(=O)N(Cc3ccccc3)C2=O)s1	3	0.2	-6	-6	9
25	COCCN(Cc1ccccc1)C(=O)c1cc(-c2ccc(OC)c(OC)c2)nc2ccccc12	3	-2.6	-48	19	2
26	CC1CCCN(c2nc3c(c(=O)n(C)c(=O)n3C)n2CCSc2nc3ccccc3o2)C1 (configuration not stated)	-4	-1.0	-3	6	.
27	Cc1c(CCO)c(=O)[nH]n1S(=O)(=O)c1ccc(F)cc1	-1	-1.0	6	-5	7

#	SR-BI HDL uptake	CAL PDZ FP-1	NSD2 HMT inh	dFosB activator	Rtt109 Vps75
21	2	0	1	-4	-15
22	5	-3	-1	-9	.
23	-5	.	-2	-5	-4
24	6	-3	0	-2	-8
25	48	-5	-4	-2	-2
26	3	0	-1	-7	15
27	-6	-4	-3	1	5

Carrying on:
#	compound	PvdQ inh	CAL PDZ FP-2	SR-BI DiI-HDL act	PfHsp90 set2	MITF act
31	CCC(C)C(NS(=O)(=O)c1ccc(C)cc1)C(=O)Oc1ccc2c3c(c(=O)oc2c1)CCC3 (configuration not stated)	-11	0.2	13	-19	5
32	CCOC(=O)C1CCCN(C(=O)c2cc3cc(F)ccc3[nH]2)C1 (configuration not stated)	-7	-0.5	.	2	1
33	CSc1n[nH]c(NC(C)=O)n1	-6	0.6	18	11	0
34	Clc1ccc(C2=NN(c3ccccc3)C(c3ccco3)C2)cc1 (configuration not stated)	-5	-0.2	-34	-1	.
35	Cc1c(/C(O)=C2/C(=O)C(=O)N(CCN3CCOCC3)C2c2cccnc2)cnn1-c1ccccc1 (configuration not stated)	0	0.3	42	-1	11
36	c1ccc(CCCN2CCN(c3ccccc3)CC2)cc1	9	-0.9	14	5	.
37	Cc1nn(Cc2ccc(Cl)c(Cl)c2)c(C)c1NC(=O)c1cc(CC(C)C)on1	-4	-1.4	-56	0	-31
38	COc1ccc(OC)c(C(=O)N(C[C@H]2CC[C@@H]([C@@H]3CC[C@H](CO)O3)O2)C(C(=O)NC(C)(C)C)c2ccc(-c3ccccc3)cc2)c1 (some centres not stated)	8	-1.7	26	1	4
39	Cc1c(NC(=O)CCCCCN2C(=O)C3C4C=CC(C4)C3C2=O)c(=O)n(-c2ccccc2)n1C (configuration not stated)	-12	-0.7	.	14	4
40	COc1ccc(Cl)cc1C(=O)O/N=C(\N)c1ccccn1	-7	-0.6	-5	17	17

#	SR-BI HDL uptake	CAL PDZ FP-1	NSD2 HMT inh	dFosB activator	Rtt109 Vps75
31	-14	-4	-2	-7	-17
32	.	0	0	0	?
33	-18	-1	2	-9	-3
34	34	-5	-6	2	-7
35	-42	-1	2	1	1
36	-14	1	8	-5	0
37	56	.	.	-14	2
38	-26	-5	.	-5	-5
39	.	.	.	-7	16
40	5	5	-3	-14	14

(more compounds)
#	compound	PvdQ inh	CAL PDZ FP-2	SR-BI DiI-HDL act	PfHsp90 set2	MITF act
41	Cc1ccc(F)cc1CNC(=O)c1cc(COc2ccc3ncccc3c2)on1	-13	-1.7	-6	-37	8
42	COc1ccc(CC(=O)NNS(=O)(=O)c2ccc([N+](=O)[O-])cc2)cc1OC	14	-1.8	61*	-10	2
43	CN1C(c2ccccc2)CC(=NO)CC1c1ccccc1 (configuration not stated)	-10	2.1	18	-20	10
44	Cc1cccc(C(=O)NCC(=O)N2CCN(S(=O)(=O)/C=C/c3ccccc3)CC2)c1	-9	0.5	2	-8	0

#	SR-BI HDL uptake	CAL PDZ FP-1	NSD2 HMT inh	dFosB activator	Rtt109 Vps75
41	6	-6	-3	-9	8
42	-61	-2	3	3	22
43	-18	-2	-1	-5	-4
44	-2	.	0	-6	1
